Tau fibril ThT = qHTS for Inhibitors of Tau Fibril Formation, Thioflavin T Binding; Potency, µM (titrated, usually from 57.4 µM), inactives show at the highest dose activity, negative = inhibition, hits mostly inhibitors; Microtubule-associated protein tau (Homo sapiens), P10636; 270,000 tested, 2.1% active; recombinant tau K18 P301L, heparin-induced fibrillization, ThT fluorescence; also: % is scaled to controls: 0 for no effect and ±100 for the full control effect; nearly all actives have a fitted effect of over 55% in size
Target sequence (P10636 561-689 P618L limits assumed): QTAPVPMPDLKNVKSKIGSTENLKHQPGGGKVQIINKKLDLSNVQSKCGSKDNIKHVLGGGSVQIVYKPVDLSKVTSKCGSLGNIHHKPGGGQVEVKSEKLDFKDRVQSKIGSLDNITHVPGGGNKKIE
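ThT emission at 510 nm, taken 1 hr after adding 30 uM dye, quantifies aggregates formed when 20 uM heparin acts on human tau K18 P301L for 6 hr at 37 C.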
aGal spleen mod = qHTS Assay for Inhibitors and Activators of Human alpha-Galactosidase From Spleen Homogenate; 240,000 tested, 0.008% active; Potency, µM (top dose mostly 80 µM), without a hit: top-dose activity change, negative = inhibition, hits mostly inhibitors; AID 2107, 2009; human spleen homogenate, 4MU-alpha-Gal fluorescence, 40 min; Alpha-galactosidase A (Homo sapiens), P06280;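 also: 0% = enzyme with vehicle and -100% = no enzyme basal signal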
Target sequence (P06280 32-429 limits assumed): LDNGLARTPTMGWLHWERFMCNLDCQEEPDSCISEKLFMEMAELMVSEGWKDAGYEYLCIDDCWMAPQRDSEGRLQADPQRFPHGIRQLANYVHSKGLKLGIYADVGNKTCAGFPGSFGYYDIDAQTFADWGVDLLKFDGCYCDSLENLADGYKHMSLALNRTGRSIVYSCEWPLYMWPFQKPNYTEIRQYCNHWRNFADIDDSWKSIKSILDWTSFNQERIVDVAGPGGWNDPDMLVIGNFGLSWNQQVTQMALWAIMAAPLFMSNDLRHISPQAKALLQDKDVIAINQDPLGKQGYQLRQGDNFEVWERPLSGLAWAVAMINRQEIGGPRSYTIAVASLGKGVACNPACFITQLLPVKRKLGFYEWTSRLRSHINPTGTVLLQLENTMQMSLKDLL
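Human spleen homogenate (1 ug) as enzyme source, 4-methylumbelliferyl-alpha-D-galactopyranoside 1 mM final, citrate/phosphate pH 5.0 with 0.01% Tween-20. Compounds 40 min at 37C, NaOH/glycine stop; fluorescence Ex 365/Em 440, Hill-fit AC50.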
Tau fluor cs = Counterscreen qHTS for Inhibitors of Tau Fibril Formation, Fluorescence Polarization | tau K18 P301L (four-repeat tau fragment) Alexa594 fluorescence, heparin fibrillization | Potency, µM (doses to about 57.7 µM), for the others: at the highest dose activity change, negative = decrease | 280,000 tested, 0.93% active; also: % is scaled to controls: 0 for no effect and ±100 for the full control effect; nearly all actives have a fitted effect of over 55% in size
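Human K18 P301L tau (15 uM unlabeled plus 0.24 uM Alexa 594-labeled, final) in 100 mM sodium acetate pH 7 was mixed with compound and 20 uM heparin and incubated 6 hr at 37 C.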
aGlu spleen mod = qHTS Assay for Inhibitors and Activators of Human alpha-Glucosidase From Spleen Homogenate; Lysosomal alpha-glucosidase (Homo sapiens), P10253; human spleen homogenate, 4-MU-alpha-glucoside fluorescence; Potency, µM (titrated, usually from 79.9 µM), for the others: at the highest dose activity change, negative = inhibition, hits mostly inhibitors; 240,000 tested, 0.006% active;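 also: 0% = enzyme with vehicle and -100% = no enzyme basal signal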
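Compounds were titrated against alpha-glucosidase in spleen homogenate at pH 5.0, with 1 mM 4-methylumbelliferyl substrate for 40 min at 37 C. Reactions were quenched with pH 10 NaOH/glycine and fluorescence measured.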
Tau FP inhib = qHTS for Inhibitors of Tau Fibril Formation, Fluorescence Polarization | 280,000 tested, 0.39% active | Microtubule-associated protein tau (Homo sapiens), P10636 | Potency, µM (top dose mostly 57.7 µM), for the others: at the top dose activity, negative = inhibition, usual class: inhibitors | K18 P301L tau heparin fibrillization, Alexa594 FP, 6 h; also: % is scaled to controls: 0 for no effect and ±100 for the full control effect; nearly all actives have a fitted effect of over 55% in size
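Compound effects on tau fibrillization are measured by Alexa 594 fluorescence polarization (ex 555, em 632 nm). K18 P301L tau is used at 15 uM with 0.24 uM labeled tracer, and 20 uM heparin induces aggregation over 6 hr at 37 C.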
HTT cytoprotect = qHTS Multiplex Assay to Identify Dual Action Probes in a Cell Model of Huntington: Cytoprotection (ATP). PC12 HTT-Q103 induced, cytoprotection, ATP luminescence, 40 h. 230,000 tested, 0.14% active. Potency, µM (titrated, usually from 56.4 µM), for inactives: cytoprotection (ATP increase), actives largely listed as activators;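 also: % of control where 0% means no effect; nearly all actives have a fitted effect of over 45% in size; toxic huntingtin expression switched on by the ecdysone agonist tebufenozide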
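Huntington model: PC12 line, ecdysone-inducible HTTQ103 exon1–GFP, tebufenozide 100 nM. Test articles in a dose series. Endpoint luminescence from cellular ATP.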
GAA inhib = qHTS Assay for Inhibitors of Human alpha-Glucosidase as a Potential Chaperone Treatment of Pompe Disease; Lysosomal alpha-glucosidase (Homo sapiens), P10253; purified human GAA, 4-MU-alpha-glucoside fluorescence; Potency, µM (highest dose often 76.9 µM), without a hit: at the highest dose activity change, negative = inhibition, usual class: inhibitors; 200,000 tested, 0.005% active; AID 1466, 2008;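 also: plate controls were uninhibited enzyme wells for no effect and no-enzyme background for full effect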
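Activity normalized between no-enzyme (basal) and enzyme-only wells. Conditions: 4 nM human enzyme, 400 uM fluorogenic substrate, citrate/phosphate pH 5.0 with Tween-20, 20 min room temperature, compounds up to 77 uM.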
GAA glycogen mod = qHTS Assay for Inhibitors and Activators of Human alpha-Glucosidase Cleavage of Glycogen. Lysosomal alpha-glucosidase (Homo sapiens), P10253. recombinant GAA, glycogen substrate, Amplex Red glucose oxidase fluorescence. Potency, µM (highest dose often 76.4 µM), inactives show at the top dose activity change, negative = inhibition, most hits filed as inhibitors. 300,000 tested, 0.38% active. AID 2100, 2009;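 also: 0% = full enzyme reaction and -100% = no-enzyme basal signal; the screen sought inhibitors and activators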
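Recombinant enzyme (4 nM final) with compounds titrated up to 77 uM and bovine liver glycogen (30 ug) in citrate pH 5.0, 0.01% Tween-20, 37 C 40 min. Released glucose detected by Amplex Red/glucose oxidase (Ex 573/Em 610); AC50 from Hill fits.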
Starred values were filed as active, the others as inactive; ? = inconclusive; · = not tested or not shown; [ ] = another dose, or the depositor's remark. Calls follow the shape of the dose curve; as a rule, active = well fitted curve in the direction sought with a large enough effect; inconclusive = small, poorly fitted or top-dose-only effect, or another doubt; inactive = no such curve, though single readings can be large; an effect the other way counts as inactive or inconclusive. Potency is read from the fitted curve at half-maximal effect.

SMILES	Tau fibril ThT	aGal spleen mod	Tau fluor cs	aGlu spleen mod	Tau FP inhib	HTT cytoprotect	GAA inhib	GAA glycogen mod
O=C(NCc1ccccn1)c1cc2n(n1)C(C(F)(F)F)CC(c1ccco1)N2 (stereo unspecified)	2%	-1%	6%	-9%	-5%	18%	-1%	6%
COc1ccccc1C(=O)Nc1ccc(NC(=O)c2cccs2)cc1	?	·	?	·	-6%	·	·	-12%[76.3 µM]
CCOc1ccc(NC(=O)CSc2nc3ccccc3c(=O)n2Cc2cccs2)cc1	8%	-1%	0%	-9%	-2%	21%[10 µM]	1%	6%
CCOC(=O)CSc1nc(=O)n2ccccc2n1	-1%	-7%	4%	-6%	7%	-30%	-3%	?
CO[C@@H]1COC(=O)[C@H](CCSC)NC(=O)C/C=C\[C@@H](C)COC(=O)[C@@H]2CCCN2C(=O)C/C=C\[C@H]1C	-16%[11.5 µM]	-5%[17.5 µM]	-16%[11.6 µM]	3%[17.4 µM]	1%[11.6 µM]	?	·	·
CC(C)(C)NC(=O)C(c1ccccc1)N(Cc1ccco1)C(=O)c1csnn1 (stereo unspecified)	3%	4%	-1%	3%	-3%	-8%	4%	-5%
CCC(=O)Nc1ccc(-c2nnc(SCc3ccc(C(=O)Nc4nccs4)cc3)n2CC)cc1	-10%	1%	-12%	-8%	3%	0%	-2%	0%
Cc1cccc(C(=O)N2CCN(c3ccccn3)CC2)c1	7%	4%	4%	0%	1%	28%[10 µM]	4%	3%
COc1ccc(CN2CCN(C(=O)c3cc(OC)c(OC)c(OC)c3)CC2)cc1OC	-1%	5%	2%	3%	4%	7%	-11%	-11%
O=C(NNC(=S)NCc1ccccc1)c1ccccc1OC(F)F	1%	3%	-1%	-1%	0%	·	-1%	-11%
C=COC(=O)c1sc2nc(C)cc(C)c2c1N	-11%	11%	-3%	4%	7%	23%[10 µM]	·	2%
CCO/N=C(\N)c1[nH]ncc1Br	-15%	-4%	-7%	0%	7%	-6%[10 µM]	-1%[15.4 µM]	-3%
CN(C)c1ccc(C(=O)OCC(=O)Nc2ccc(S(N)(=O)=O)cc2)cc1	-13%	11%	-4%	8%	-2%	-2%[10 µM]	-10%	6%
COc1ccc(NC(=O)CNS(=O)(=O)c2ccc(Cl)cc2)cc1OC	-8%	0%	-10%	4%	-4%	·	2%	9%
COc1ccccc1/C=C/C1=CC2(C)CC1(C)C(c1ccccc1OC)CC2=O (stereo unspecified)	-8%[11.5 µM]	6%[17.5 µM]	-8%[11.6 µM]	0%[17.4 µM]	-1%[11.6 µM]	-10%[10 µM]	·	·
CCCNC(=O)/C=C/c1ccc(S(=O)(=O)Nc2ccccc2OC)cc1	-2%	6%	-8%	1%	0%	-6%	?	6%
Cc1cc(C)c2[nH]c(=O)c(CN(CC3CCCO3)C(=S)Nc3ccccc3)cc2c1 (stereo unspecified)	-4%	17%	-4%	-2%	-7%	20%[10 µM]	3%	12%
O=C(COC(=O)c1ccccc1NC(=O)c1ccccc1)c1cccc([N+](=O)[O-])c1	-16%	1%	?	0%	-4%	10%[10 µM]	6%	-1%
O=C(CSc1nnc(SCc2ccccc2Cl)s1)N/N=C/c1c[nH]c2ccccc12	-13%	-12%	14µM*[quencher]	-17%	?	?	?	-8%
Cc1cccc(NC(=O)C2CCN(S(=O)(=O)c3cccs3)CC2)c1	-11%	-4%	-13%	-5%	-7%	-3%	-5%	3%
COc1cc(C(=O)N2CCN(C(=O)C(Cc3cc(C)ccc3C)NC(C)=O)CC2)cc(OC)c1OC (stereo unspecified)	-2%	3%	4%	2%	10%	4%[10 µM]	-5%	5%
O=C(CSc1nnc(NC(=O)C2CC2)s1)NCc1ccco1	18%	6%	13%	8%	-6%	16%[10 µM]	3%	-2%
N/C(=N\OC(=O)c1cc(-c2ccccc2)nc2ccccc12)c1ccc(Cl)cc1	-4%	2%	-4%	9%	-12%	3%	-4%	-7%
COc1ccc(N2C(=O)CC(Sc3nc(C)c4c(n3)CCCC4)C2=O)cc1 (stereo unspecified)	-7%	-3%	1%	1%	4%	-17%[0.074 µM]	6%	-1%
COc1cc(S(=O)(=O)N(C)C2CCCCC2)c(C)cc1C	-10%	1%	0%	5%	-3%	-52%[inhibitor]	3%	3%

Among those listed so far, three contain an NH in an aromatic ring:
SMILES	Tau fibril ThT	aGal spleen mod	Tau fluor cs	aGlu spleen mod	Tau FP inhib	HTT cytoprotect	GAA inhib	GAA glycogen mod
CCO/N=C(\N)c1[nH]ncc1Br	-15%	-4%	-7%	0%	7%	-6%[10 µM]	-1%[15.4 µM]	-3%
Cc1cc(C)c2[nH]c(=O)c(CN(CC3CCCO3)C(=S)Nc3ccccc3)cc2c1 (stereo unspecified)	-4%	17%	-4%	-2%	-7%	20%[10 µM]	3%	12%
O=C(CSc1nnc(SCc2ccccc2Cl)s1)N/N=C/c1c[nH]c2ccccc12	-13%	-12%	14µM*[quencher]	-17%	?	?	?	-8%

Compound profiles (already shown). Screens in order: Tau fibril ThT | aGal spleen mod | Tau fluor cs | aGlu spleen mod | Tau FP inhib | HTT cytoprotect | GAA inhib | GAA glycogen mod
COc1ccc(CN2CCN(C(=O)c3cc(OC)c(OC)c(OC)c3)CC2)cc1OC reads -1% | 5% | 2% | 3% | 4% | 7% | -11% | -11%
CCOc1ccc(NC(=O)CSc2nc3ccccc3c(=O)n2Cc2cccs2)cc1 reads 8% | -1% | 0% | -9% | -2% | 21%[10 µM] | 1% | 6%

Carrying on.
SMILES	Tau fibril ThT	aGal spleen mod	Tau fluor cs	aGlu spleen mod	Tau FP inhib	HTT cytoprotect	GAA inhib	GAA glycogen mod
CNC(=O)NC(=O)COC(=O)CCCOc1ccc(OC)cc1	-16%	6%	-2%	5%	7%	4%	8%	1%
CCN(c1ccccc1)S(=O)(=O)c1ccc(N)c(OC)c1	2%	-4%	-5%	-1%	0%	-32%	-6%	4%
CCOc1ccc(-c2nnn(CC(=O)N3CCN(c4ccc(OC)cc4)CC3)n2)cc1OCC	?	1%	-14%	-2%	12%	32%	-5%	1%
Cc1ccc2nc(NCc3ccccc3)c(C=NCc3ccccc3)c(=O)n2c1	-9%	-1%	1%	1%	-2%	·	-2%	-5%
OCC1(Cc2ccccc2)CCN(CCCC2CCCC2)CC1	-2%	-10%	-1%	0%	-1%	-7%[10 µM]	-9%	-3%
Cc1ccccc1C(=O)Nc1ccnc(-c2ccncc2)n1	3%	5%	4%	6%	3%	-6%[10 µM]	3%	0%
CCn1cnc2c1c(=O)n(CC(=O)NCC(F)(F)F)c(=O)n2Cc1ccccc1	2%	4%	6%	8%	-9%	-9%	6%	9%
OCCNC(=S)NCc1ccccc1	-4%	2%	4%	1%	10%	12%[10 µM]	·	9%
Cc1ccc(N(CC(=O)NC(C)(C)C)C(=O)CNC(=O)c2cccs2)cc1	0%	7%	9%	-2%	5%	·	-10%	-4%
Cc1noc(C)c1-c1nc(CSc2ccccc2)no1	-4%	4%	-16%	-15%	-2%	7%[10 µM]	1%	-2%
COc1cccc(OC)c1-c1nn2c(-c3ccccc3Cl)nnc2s1	?	3%	-2%	4%	11%	-24%	1%	-2%
Cc1cc(C(=O)NCCCOC(C)C)c2ccccc2n1	-11%	1%	-3%	2%	0%	6%	5%	-4%
COc1cccc(CCNC(=O)CC2C(=O)NCCN2CC(C)(C)C)c1 (stereo unspecified)	-13%	4%	-1%	-1%	0%	-3%	1%	7%
O=C(Cn1nc(-c2cccc(Cl)c2)ccc1=O)Nc1ccc(C(=O)NC2CC2)cc1	?	-5%	-24%	1%	-9%	5%[10 µM]	-11%	2%
O=C(Oc1ccccc1Cl)c1ccc(-n2cncn2)nc1	-12%	-7%	0%	1%	1%	-18%	-9%	8%
Nc1ccc(C(=O)OCc2ccncc2)cc1[N+](=O)[O-]	?	2%	5%	1%	0%	13%[10 µM]	3%	5%
Cc1ccc(NC(=O)N2Cc3ccccc3CC2C(=O)NC(C)(C)C)cc1 (stereo unspecified)	-18%	6%	-17%	7%	0%	-8%	0%	-5%
CCCc1cc(=O)[nH]c(SCC(=O)c2c(N)n(C)c(=O)n(C)c2=O)n1	-8%	5%	2%	2%	-1%	-4%[10 µM]	6%	-5%
Cc1ccccc1Nc1nc(N)nc(COC(=O)c2cccc(S(=O)(=O)NCc3ccccc3)c2)n1	-3%	-3%	-22%	-1%	3%	20%[10 µM]	-14%	3%
COc1cccc(OCC(=O)Nc2ccccc2C(N)=O)c1	-7%	-8%	-2%	1%	0%	-91%[inhibitor][0.074 µM]	-4%	-17%
O=C(OCc1cccc2ccccc12)c1ccc2c(=O)[nH]c(CN3CCOCC3)nc2c1	-5%	-5%	-9%	-3%	-11%	-6%[10 µM]	-1%	-4%
CC(=O)Nc1ccc2c(c1)C(=O)c1ccccc1C2=O	?	-7%	-27%	-2%	1%	-62%[inhibitor]	-3%	3%
CCN(CC)CC(C)CNC(=O)CC(C(=O)N1CCc2ccccc21)n1ccnc1 (stereo unspecified)	-8%	-13%	1%	-8%	0%	2%[10 µM]	?	-15%
CCOC(=O)C1=C(C)N=C2SCCC(=O)N2C1c1sccc1C (stereo unspecified)	4%	-15%	-1%	-9%	-8%	-6%	-6%	4%
Cn1c(=O)c2c(SCC(=O)NCCc3ccccc3)nc(C3CC3)nc2n(C)c1=O	·	-4%	2%	-6%	1%	-3%[10 µM]	·	2%
COCCn1c(SCC(=O)Nc2ccc(Cl)cn2)nc2ccccc21	-11%	7%	-18%	2%	1%	-9%	2%	4%
Cc1cccc(NC(=S)NC2CCCC2)n1	11%	-5%	6%	1%	-5%	-14%	7%	-2%
Cc1ccc(Cl)cc1N1CCN(C(=O)COc2ccc(S(=O)(=O)NC(C)C)cc2)CC1	-13%	-5%	-11%	-3%	4%	12%	-14%	-8%

Screening data deposited in PubChem BioAssay by National Center for Advancing Translational Sciences (NCATS).
